TEAD-YAP inh – TEAD-YAP interaction inhibition, primary screen, TEAD-YAP interaction inhibitor project, luminescence, HEK-TIYL cells; inhibition, % at 9.12 µM; 1.4% of 640,000 active; TEAD-Gal4/YAP UAS-luciferase luminescence; in the data active = inhibition above about 32%;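 also: 0% = median of test compound wells and 100% = reference inhibitor wells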
MITF inh – MITF inhibitors, primary screen, biochemical, AlphaScreen, human. Microphthalmia-associated transcription factor (Homo sapiens), O75030. AlphaScreen MITF homodimerization, bead proximity signal. inhibition, % at 2.6 µM. 0.91% of 650,000 active. AID 1259374, 2018; in the data active = inhibition above about 50%;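 also: 0% = vehicle wells with protein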
Target sequence (O75030 whole entry, looked up): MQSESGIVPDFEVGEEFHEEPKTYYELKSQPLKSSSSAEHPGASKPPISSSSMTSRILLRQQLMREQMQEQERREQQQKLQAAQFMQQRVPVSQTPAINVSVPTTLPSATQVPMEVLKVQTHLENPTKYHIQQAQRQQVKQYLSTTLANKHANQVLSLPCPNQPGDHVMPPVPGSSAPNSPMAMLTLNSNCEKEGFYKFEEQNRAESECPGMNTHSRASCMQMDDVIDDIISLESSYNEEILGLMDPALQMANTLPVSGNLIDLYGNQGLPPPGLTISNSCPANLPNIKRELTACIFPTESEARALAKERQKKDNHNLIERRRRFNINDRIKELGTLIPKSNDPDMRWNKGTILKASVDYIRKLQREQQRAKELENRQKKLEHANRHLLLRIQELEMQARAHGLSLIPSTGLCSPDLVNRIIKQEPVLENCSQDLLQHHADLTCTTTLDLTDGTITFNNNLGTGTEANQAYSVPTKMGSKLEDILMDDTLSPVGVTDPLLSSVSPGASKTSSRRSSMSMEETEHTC
FBW7 activator – FBW7 E3 ligase activators, primary screen, biochemical, AlphaScreen, human | F-box/WD repeat-containing protein 7 (Homo sapiens), Q969H0 | AlphaScreen FBW7–phospho-cyclin E peptide binding, activator screen | normalized activity (activation), % at 26.1 µM | 0.13% of 650,000 active | AID 1259310, 2017; in the data active = normalized activity above about 1.9%;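 also: purified mutant Fbw7 with reduced substrate affinity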
GPR151 activ – activators of human GPR151, primary screen, cell-based, PathHunter beta-arrestin, luminescence; AID 1508602, 2020; activation, % at 11.2 µM; 1% of 650,000 active; G-protein coupled receptor 151 (Homo sapiens), Q8TDV0; PathHunter beta-arrestin GPR151 cells; in the data active = activation above about 4.9%;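 also: 0% = median of compound wells and 100% = cells with positive control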
Target sequence (Q8TDV0 whole entry, looked up): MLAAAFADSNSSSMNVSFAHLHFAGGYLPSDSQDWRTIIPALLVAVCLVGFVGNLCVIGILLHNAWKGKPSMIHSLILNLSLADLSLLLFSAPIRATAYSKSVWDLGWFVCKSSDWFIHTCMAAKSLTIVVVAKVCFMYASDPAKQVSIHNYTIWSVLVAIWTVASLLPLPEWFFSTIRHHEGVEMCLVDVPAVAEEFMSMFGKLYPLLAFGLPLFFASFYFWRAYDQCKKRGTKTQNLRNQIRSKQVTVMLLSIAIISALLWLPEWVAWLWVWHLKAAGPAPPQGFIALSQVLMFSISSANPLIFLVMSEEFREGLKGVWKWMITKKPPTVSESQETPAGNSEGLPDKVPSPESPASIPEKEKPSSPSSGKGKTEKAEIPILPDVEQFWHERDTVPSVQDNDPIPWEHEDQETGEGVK
Starred values were filed as active, the others as inactive; & = joins results of further samples.

SMILES	TEAD-YAP inh	MITF inh	FBW7 activator	GPR151 activ
CCOc1ccc(C2Nc3ccccc3-c3nnc(SC)nc3O2)cc1C (stereo not given)	5.8	5.1	0.0	-0.8
Cc1nccn1CC(C)C(=O)N1CCN(Cc2ccccc2F)C[C@@H]1C(C)C (stereo not given in full)	-0.6	-10.9	0.2	-0.5
O=C(Nc1ccc2c(c1)CN(S(=O)(=O)N1CCCC1)CC2)c1ccccc1Cl	9.7	-0.9	0.0	-1.2
OCCC1CN(Cc2ccc3ncccc3c2)CCN1C1CCCC1 (stereo not given)	-8.8	6.5	-0.1	0.5
CCOC(=O)c1ccc(NC(=O)CC(NCc2ccco2)C(=O)O)cc1 (stereo not given)	-16.6	22.3	0.4	-0.3
O=C(NCCOc1ccccc1)c1cccc(Nc2ncccn2)c1	-50.3	5.5	-0.1	0.1
Cc1ncn(-c2ccc(Nc3ncc4cccc(-c5ccnc6ccccc56)c4n3)cc2)n1	-18.7	7.2	-0.1	0.4
Nc1sc2c(c1C(=O)Nc1ccc(Cl)cc1)CCC2	0.6	-6.4	0.1	1.8
C(=N\Nc1cc(N2CCCCC2)nc(N2CCCCC2)n1)/c1ccco1	3.2	2.8	0.0	2.9
CCCC1OCC2(CO1)C(C)C=C(C)CC2C (stereo not given)	3.4	6.4	0.1	1.2
O=C(CN1C(=O)c2cccc3cccc(c23)C1=O)N1CCC(Cc2ccccc2)CC1	-0.6	-3.5	-0.2	-0.3
CC(C)Oc1ccc(-c2cc(C(=O)NCCN3CCOCC3)c3ccccc3n2)cc1	-5.3	0.8	0.0	0.0
CCCCCNC(=O)c1c[nH]c2ccc(S(=O)(=O)N(C)c3ccc(Br)cc3)cc2c1=O	-0.2	7.8	-0.1	-1.7
CCCSc1nc(N)c2c3c(sc2n1)COC(C)(CC)C3 (stereo not given)	-28.1	-4.3	-0.1	-0.6
CC(C)N1C(=O)CC(Sc2ccccc2C(=O)O)C1=O (stereo not given)	18.9	38.7	0.2	-1.8
Cc1ccccc1NC(=O)CSc1n[nH]c(-c2ccco2)n1	0.3	2.3	0.0	0.4
N#Cc1cccc(S(=O)(=O)NCC(=O)OCC(=O)Nc2cc(F)ccc2F)c1	-11.1	-10.8	-0.1	1.6
CC(C)CN(CC(C)C)C(=O)CSc1nnc2c(n1)[nH]c1ccccc12	-0.6	-4.0	0.0	-1.5
CCC(C)NC(=O)c1ccc(S(=O)(=O)c2ccc(OC)cc2)c([N+](=O)[O-])c1 (stereo not given)	32.4*	1.8	-0.1	0.7
COC(=O)c1ccc(C(=O)OC)c(NC(=O)COc2cccc(Br)c2)c1	-3.1	5.2	-0.2	-1.2
O=S(=O)(NCCO)c1ccc2cc(O)ccc2c1	-5.2	-7.1	0.0	0.5
O=C1CCCN1CCCNc1nc(-c2cccc(Cl)c2)c2c(n1)-c1ccccc1OC2	-3.0	-0.8	-0.1	4.6
O=C(CCl)N1CCN(S(=O)(=O)c2ccc(Cl)cc2)CC1	31.7	9.2	-0.1	-1.5
O=C(N1CCCC1)C12CC3CC(C1)CC(c1ccccc1)(C3)C2	5.8	-5.6	-0.2	-0.9
Cc1cccc(NC(=O)OC(C)C)c1NC(=O)OC(C)C	-7.9	1.8	0.6	-1.8
COc1cc(C(=O)N/C(=C/c2ccc(Br)cc2)C(=O)NCCCC(=O)O)cc(OC)c1OC	7.3	1.6	-0.1	0.8
COc1ccc(NC(=O)c2ccccc2)c2nc3ccccc3nc12	0.9	-3.8	0.2	1.5
CCOc1ccc(C2CC(c3ccc(C)c(C)c3)Nc3nnnn32)cc1 (stereo not given)	3.7	7.5	0.7	-1.0
Cc1cc(/C=C(/C#N)c2nc3ccccc3[nH]2)c(C)n1-c1ccc(S(N)(=O)=O)cc1	-13.2	-4.2	-0.2	-0.4
c1ccc(OCCNc2cc(N3CCc4ccccc4C3)ncn2)cc1	-10.6	16.8	0.4	2.5

Entries of single compounds from above. Values in the order: TEAD-YAP inh, MITF inh, FBW7 activator, GPR151 activ
Results for COc1ccc(NC(=O)c2ccccc2)c2nc3ccccc3nc12 : 0.9, -3.8, 0.2, 1.5
Results for Cc1cc(/C=C(/C#N)c2nc3ccccc3[nH]2)c(C)n1-c1ccc(S(N)(=O)=O)cc1 : -13.2, -4.2, -0.2, -0.4
Results for Cc1nccn1CC(C)C(=O)N1CCN(Cc2ccccc2F)C[C@@H]1C(C)C (stereo not given in full) : -0.6, -10.9, 0.2, -0.5
Results for CCCC1OCC2(CO1)C(C)C=C(C)CC2C (stereo not given) : 3.4, 6.4, 0.1, 1.2
Results for COC(=O)c1ccc(C(=O)OC)c(NC(=O)COc2cccc(Br)c2)c1 : -3.1, 5.2, -0.2, -1.2

The main list resumes; the two compounds before the break are reprinted first.
SMILES	TEAD-YAP inh	MITF inh	FBW7 activator	GPR151 activ
Cc1cc(/C=C(/C#N)c2nc3ccccc3[nH]2)c(C)n1-c1ccc(S(N)(=O)=O)cc1	-13.2	-4.2	-0.2	-0.4
c1ccc(OCCNc2cc(N3CCc4ccccc4C3)ncn2)cc1	-10.6	16.8	0.4	2.5
O=C(N/N=C/C=C/c1ccc([N+](=O)[O-])cc1)C(O)c1ccccc1 (stereo not given)	-9.5	-1.8	-0.1	0.0
O=C(O)CC(C(=O)O)n1c(O)c(/C=C2\C=Nc3ccccc32)sc1=S (stereo not given)	2.6&2.5	17.6&-6.1	0.1&-0.1	-0.5&-0.1
CCN1CCN(CCC(=O)Nc2ccccc2)CC1	7.9	23.9	1.8	-2.1
Cc1ccc(OCC(O)CNc2ccccc2)cc1 (stereo not given)	-7.7	14.7	0.2	-0.8
O=c1cc(C(F)(F)F)[nH]c(=O)n1-c1ccccc1Cl	-5.0	2.4	0.6	-2.0
O=C(CSc1ccc(-c2ccccn2)nn1)Nc1ccc(Cl)c(Cl)c1	7.2	10.8	-0.1	-0.2
COc1ccccc1N=Cc1nc(-c2ccccc2)oc1O	-1.3	12.8	1.5	-0.6
O=[N+]([O-])c1ccc(S(=O)(=O)NNC(=S)Nc2ccc(F)cc2F)cc1	6.2	5.7	0.0	1.3
Cc1ccc(NC(=O)Cn2nnc(-c3ccc(Cl)cc3)n2)cc1[N+](=O)[O-]	-51.1	-2.8	0.1	1.4
CCOC(=O)C1(Cc2cccc(F)c2)CCN(C2CCOCC2)CC1	-8.5	-0.9	0.2	-0.9
O=[N+]([O-])c1ccc(C=NCCOCCOCCN=Cc2ccc([N+](=O)[O-])cc2)cc1	-3.0	1.6	-0.1	-0.3
C=CCn1c(=S)[nH]c2scc(-c3ccccc3Cl)c2c1=O	-2.1	11.2	0.2	0.2
COc1ccccc1NC(=O)c1cc(S(=O)(=O)N2CCCCC2)ccc1Cl	5.4	-3.1	0.0	0.4
CN1CCN(C(=O)c2ccc(-c3nc(NCCOc4ccccc4)c4ncn(Cc5ccc(C(F)(F)F)cc5)c4n3)cc2)CC1	6.8	-6.2	0.0	1.7
COc1ccccc1Nc1nc(N)nc(CN2CCN(c3cccc(Cl)c3)CC2)n1	4.5	8.1	0.1	-2.2
COc1ccc(N2CC(C)Cn3c2nc2c3c(=O)n(Cc3ccc(F)cc3)c(=O)n2C)cc1 (stereo not given)	9.0	13.0	0.2	0.2
COc1ccccc1-n1cc(CN2CCCC(CNC(=O)c3cc(C)on3)C2)cn1 (stereo not given)	-4.3	16.9	0.2	-1.2
CCOc1ccc(C(=O)Oc2cccc3cccnc23)cc1[N+](=O)[O-]	5.7	14.9	-0.1	0.6
Cc1ccc(CNC(=O)CSc2nnc(C)n2-n2cccc2)cc1	-10.6	0.5	0.0	1.6
O=C(Nc1ccc(NC(=O)C2CC2)cn1)c1cccc(Cl)c1	-53.2	-0.8	-0.2	-1.4
O=C(O)c1ccccc1-c1ccccc1C(=O)N1CCOCC1	-8.0	-4.5	0.0	1.4
COc1ccc2c(-c3cc4cc(Br)ccc4oc3=O)cc(=O)oc2c1	6.6	2.0	0.0	-0.6
Cc1ccc(CN2CCN(S(=O)(=O)c3ccccc3[N+](=O)[O-])CC2)cc1	8.2	58.3*	-0.5	2.3
COc1cc(OC)cc(C(=O)Nc2nc(-c3ccc(C(C)C)cc3)cs2)c1	-9.8	4.2	-0.2	0.1
Cc1ccc(/C(O)=C2\C(=O)C(=O)N(c3nccs3)C2c2ccc(C)cc2)cc1 (stereo not given)	-0.4	2.7	-0.2	-1.1
Cc1nc(SCCNC(=O)CC2C(=O)NCCN2C/C=C/c2ccccc2)n[nH]1 (stereo not given)	2.3	2.0	-0.2	0.2
COc1ccc(OC)c(NC(=O)C2c3ccccc3Oc3ccccc32)c1	-12.2	-14.5	-0.3	-1.9
COc1ccc(-c2noc(N3CCCC(C(=O)Nc4ccc(OC)c(OC)c4)C3)n2)cc1 (stereo not given)	-9.1	10.2	0.0	-1.7
Cc1ccccc1CN1CCN(C2CCCCC2)C(CCO)C1 (stereo not given)	3.7	12.9	0.1	1.5
Clc1ccc(-c2cn3nc4c(nc3n2)CCCC4)cc1	-20.0	-1.7	-0.1	-1.9
Cc1ccc(N2C(=O)SC(Nc3cccc(C(=O)O)c3)C2=O)cc1 (stereo not given)	-34.7	14.3	0.3	0.8
O=C(c1nn2c(C(F)(F)F)cc(-c3ccc(Cl)cc3)nc2c1Cl)N1CCN(Cc2ccccc2)CC1	-5.8	13.9	0.3	1.2
CCCCSc1nc(C)c(CC(=O)OC)c(=O)[nH]1	-6.4	7.2	0.0	-0.9
COc1ccc(C(=O)N2CCN3C(=O)[C@H](COCc4ccccc4)NC(=O)[C@H]3C2)cc1	3.4	13.1	0.9	-1.6
COc1ccc(/C=C/C(=O)Nc2nnc(C(C)(C)C)s2)cc1	-0.9	3.4	0.0	2.2
COc1ccc(CC(=O)NNC2=Nc3cccc4cccc2c34)cc1	10.2	14.9	-0.1	1.1
Cc1ccc(N2CCN(C(=O)c3cccs3)CC2)nn1	-4.2	-2.4	0.2	-0.4
CC(C)OCCCNc1nc2ccccc2nc1NS(=O)(=O)c1ccccc1	-8.9	-4.4	0.3	-1.6
Brc1ccc(OCCn2cncn2)cc1	1.6	0.7	0.0	-0.3
CCC(=O)NC(=S)Nc1cc(OC)ccc1OC	2.1	-1.2	0.0	1.4
C=CCNC(=S)Nc1ccc(C(=O)OCC)cc1	-11.9	10.8	0.2	-1.0
C=CCOc1cccc(/C=N/NS(=O)(=O)c2ccc(Cl)cc2)c1	-1.8	2.0	0.1	-1.3
COC(=O)c1ccc(CNc2nc(C)c(-c3ccn(Cc4ccncc4)n3)s2)cc1	-1.0	-1.3	0.0	4.0
COC(=O)C1=C(C)Nc2ncnn2C1c1ccc(OC)c(Br)c1 (stereo not given)	32.1*	2.4	0.2	0.7
COc1cccc(-c2csc(NC(=O)C3CC3)n2)c1	-62.5	-1.9	-0.1	3.5
Oc1ccc(Nc2nc(-c3cccnc3)cs2)cc1	-72.2	-15.2	0.0	-3.0
O=C(Nc1ccc(F)cc1[N+](=O)[O-])NC1(C(F)(F)F)Oc2ccc(Cl)cc2O1 (stereo not given)	-8.7	3.0	-0.1	1.6
CCN1CCN(CCCNC(=O)c2cn(-c3ccc(Cl)cc3)c(=O)c3ccccc23)CC1	-1.0	8.5	-0.2	0.0
CC(O)Cn1c(NCc2ccccc2)nc2c1c(=O)n(C)c(=O)n2C (stereo not given)	2.4	-0.7	0.0	-1.5
CCCCc1oc2ccccc2c1C(=O)c1cc(I)c(OCCN(CC)CC)c(I)c1	-4.1&1.9&-10.2	9.8&25.5&-7.5&-0.1	-0.1&0.0&-0.3&-0.1	0.3&-1.1&-1.3&-0.7
(continued)
SMILES	TEAD-YAP inh	MITF inh	FBW7 activator	GPR151 activ
CC(C)CN(C(=O)c1cccc([N+](=O)[O-])c1)C1CCS(=O)(=O)C1 (stereo not given)	1.9	-11.4	-0.1	4.6
O=C(CCS(=O)(=O)c1ccc(Br)cc1)NCCc1ccccc1	-15.0	13.7	0.0	0.7
O=C(NCCc1cnc[nH]1)c1ccc2c(=O)n(Cc3ccc4c(c3)OCO4)c(=S)[nH]c2c1	-4.8	6.9	-0.1	-0.6
N#C/C(=C\Nc1ccc(F)cc1[N+](=O)[O-])c1nc(-c2cc3ccccc3oc2=O)cs1	6.9	2.6	-0.1	0.6
CCOC(=O)C1CCCN(C2CCC(=O)N(Cc3cccc(F)c3)CC2)C1 (stereo not given)	1.6	-0.6	0.5	0.3
O=C(NC1CCCC1)c1c(NC(=O)C2CCC2)sc2c1CCCC2	-4.8	-12.2	0.2	-1.5
CC1(C)S[C@@H]2[C@H](NC(=O)Cc3ccccc3)C(=O)N2[C@H]1C(=O)O	1.3	-17.3&5.0	0.1&0.2	-0.2&-2.3
O=C(CNC(=O)c1ccccc1)N/N=C/c1ccc(C(=O)O)cc1	0.4	10.0	0.3	-0.1
O=C(NCCOc1cccc2ccccc12)c1ccccc1O	-10.1	13.3	0.1	0.1
COc1cc(C(=O)Nc2ccc(OC)c3ccccc23)cc(OC)c1OC	4.0	9.8	0.9	-2.0
CC(C)CCNC(=O)c1ccc(Cn2c(=S)[nH]c3ccccc3c2=O)cc1	-13.5	-3.3	-0.1	-0.8
CN(Cc1ccon1)C(=O)CC1C(=O)NCCN1Cc1ccoc1 (stereo not given)	-0.4	-5.0	-0.1	0.1

An unsorted share of the library; any-hit rate near 3.4%.
